Screens from PubChem.
TAAR1 antag = human TAAR1 antagonists, primary screen, Fluo-8 calcium fluorescence, CHO RD-HGA16 cells. antagonist. inhibition, % at 3 µM. actives 1.5% (n = 360,000);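 active = inhibition above a per-plate cutoff, the mean inhibition of test compounds on that plate plus 3 SD, cut at about 49% in these data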;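 also: 0% = DMSO plus EC80 beta-PEA response and 100% = DMSO alone without agonist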
Target sequence (Q96RJ0 whole entry, looked up): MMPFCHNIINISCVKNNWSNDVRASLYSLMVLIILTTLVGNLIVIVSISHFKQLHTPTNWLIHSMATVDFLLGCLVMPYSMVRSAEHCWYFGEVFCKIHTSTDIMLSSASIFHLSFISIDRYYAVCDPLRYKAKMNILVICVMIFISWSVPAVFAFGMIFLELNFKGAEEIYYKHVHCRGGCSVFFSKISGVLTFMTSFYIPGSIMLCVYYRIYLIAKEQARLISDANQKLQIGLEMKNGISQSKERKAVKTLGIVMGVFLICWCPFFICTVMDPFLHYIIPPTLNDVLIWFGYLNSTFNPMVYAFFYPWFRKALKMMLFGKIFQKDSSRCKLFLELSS
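Test system: hTAAR1-expressing CHO RD-HGA16 cells, Gα16-coupled; Probe or stimulus: EC80 β-phenethylamine stimulus; Compound dosing: single nominal final test compound concentration of 3 µM; Timing: 140 s kinetic read after compound, 140 s after agonist; Signal: Fluo-8 calcium-sensitive fluorescence; Measure: % inhibition of agonist calcium response; Controls: DMSO and EC80 PEA controls.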
M1 antag = human M1 muscarinic receptor antagonists, primary screen, CHO-K1 cells, Fluo-8 calcium fluorescence, 1536-well | Muscarinic acetylcholine receptor M1 (Homo sapiens), P11229 | CHO-K1 hM1, ACh EC80 antagonist | inhibition, % at 3 µM | actives 1.3% (n = 360,000) | AID 588852, 2011;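 active = percent inhibition above its own plate's cutoff, namely the mean of that plate's compound wells plus 3 SD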;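 also: peak over basal fluorescence ratio during 140 s after agonist addition; 0% = ACh EC80 plus DMSO and 100% = DMSO alone without agonist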
Target sequence (P11229 whole entry, looked up): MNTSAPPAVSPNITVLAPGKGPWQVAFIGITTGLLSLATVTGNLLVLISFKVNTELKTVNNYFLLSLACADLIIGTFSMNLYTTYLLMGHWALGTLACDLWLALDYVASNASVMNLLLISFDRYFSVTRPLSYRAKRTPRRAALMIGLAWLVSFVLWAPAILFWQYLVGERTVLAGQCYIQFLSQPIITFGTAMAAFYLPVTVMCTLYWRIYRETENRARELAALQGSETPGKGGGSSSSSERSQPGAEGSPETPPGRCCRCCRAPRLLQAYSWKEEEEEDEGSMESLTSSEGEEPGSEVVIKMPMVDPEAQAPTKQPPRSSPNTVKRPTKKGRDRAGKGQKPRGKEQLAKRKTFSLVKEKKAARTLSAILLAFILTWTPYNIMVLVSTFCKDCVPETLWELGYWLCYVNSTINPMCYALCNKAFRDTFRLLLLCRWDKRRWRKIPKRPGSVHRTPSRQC
CHO parental Ca = ATP-evoked calcium signal inhibitors, parental CHO, primary screen, counter-screen for OX1R antagonist project, cell-based, fluorescence, Fluo-8 calcium dye. parental CHO-K1, ATP-induced calcium, Fluo-8 fluorescence. inhibition, % at 5.6 µM. actives 0.63% (n = 330,000). AID 463079, 2010;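 active = inhibition above that plate's mean sample inhibition plus 3 SD, cut at about 26% in these data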;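 also: 0% = ATP-challenged DMSO wells and 100% = DMSO wells without ATP; some compounds past the cut are filed as inactive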
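Material – parental CHO cells · Reagent – ATP stimulus · Compound – single nominal dose of 5.6 µM per compound · Detection – Fluo-8 fluorescence · Read-out basis – percent inhibition of calcium signal · Controls – ATP-challenged DMSO wells low, unchallenged DMSO wells high · Repeats – no replicates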
M1 ag parental = counter-screen for M1 agonists: effect in parental CHO-K1 cells; Fluo-8 calcium fluorescence; scaled to maximal ATP response, vehicle zero; activation, % at 3 µM; actives 0.48% (n = 360,000); AID 602248, 2012; in the data active = activation above about 15%;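 also: untransfected CHO-K1 host cells lacking M1 receptor as counterscreen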
CHO-K1 Ca antag = counter-screen for M1 antagonists: effect in parental CHO-K1 cells. inhibition, % at 3 µM. actives 0.6% (n = 360,000). ATP-induced calcium, Fluo-8 fluorescence;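 active = inhibition above a per-plate cutoff, the plate's mean sample inhibition plus 3 SD, cut at about 24% in these data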;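 also: 0% = DMSO plus EC80 ATP and 100% = DMSO alone without ATP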
M1 PAM parental = nonselective calcium activators in parental CHO-K1 cells, primary screen, counter-screen for M1 PAM project, cell-based, Fluo-8 calcium fluorescence, full deck, 1536-well; AID 602247, 2012; actives 0.02% (n = 360,000); ATP EC20; 0% at ATP EC20, 100% at ATP max; activation, % at 3 µM;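 active = activation above the run cutoff, the mean activation of all test compounds plus 3 SD, cut at about 40% in these data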;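 also: peak over basal fluorescence ratio in a 140 s read after ATP addition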
TAAR1 ag = human TAAR1 agonists, primary screen, Fluo-8 calcium fluorescence, CHO RD-HGA16 cells | Trace amine-associated receptor 1 (Homo sapiens), Q96RJ0 | vehicle wells 0%, saturating PEA agonist 100% | activation, % at 3 µM | actives 0.99% (n = 360,000) | AID 624467, 2012;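 active = activation above the mean activation of all test compounds in the run plus 3 SD, cut at about 38% in these data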
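Repeats: no replicates (n 1) | Material: CHO-derived RD-HGA16 cells with stable Gα16 and human TAAR1 | Technique: Kinetic Fluo-8 calcium fluorescence | Schedule: 17-24 h seeding, 75 min 37 °C dye, 30 min RT | Evaluation: % activation from peak over basal fluorescence ratio, DMSO-to-PEA scaled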
CHRM1 PAM = human M1 muscarinic receptor positive allosteric modulators, primary screen, CHO-K1 cells, Fluo-8 calcium fluorescence, 1536-well; CHO-K1 hM1, ACh EC20; 0% = ACh EC20, 100% = maximal ACh; activation, % at 3 µM; actives 0.088% (n = 360,000); Muscarinic acetylcholine receptor M1 (Homo sapiens), P11229; AID 588819, 2011; in the data active = activation above about 19%, passing the limit was not always enough
CHRM1 agonist = human M1 muscarinic receptor agonists, primary screen, Fluo-8 calcium fluorescence, CHO-K1 cells, HTS; Muscarinic acetylcholine receptor M1 (Homo sapiens), P11229; CHO-K1 hM1, agonist mode; 0% DMSO, 100% acetylcholine EC100; activation, % at 3 µM; actives 0.33% (n = 360,000);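 active = activation above the run's mean compound activation plus 3 SD, cut at about 16% in these data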;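 also: peak over basal fluorescence ratio within a 140 s kinetic read after compound addition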
Active calls of the source: *; / = not tested or not shown.

SMILES	TAAR1 antag	M1 antag	CHO parental Ca	M1 ag parental	CHO-K1 Ca antag	M1 PAM parental	TAAR1 ag	CHRM1 PAM	CHRM1 agonist
O=C(CSc1nnc2sc3ccccc3n12)N1CCN(c2ccccc2)CC1	/	3	-17	1.4	-15	-4	/	1	-6
COc1cccc(C2c3[nH]c4ccccc4c3CCN2Cc2cnc(C)s2)c1OC (stereo not given)	-31	35*	-30	-0.1	-9	19	6	-34	-16
O=C(/C=C/c1ccccc1[N+](=O)[O-])OCC(=O)N1CCN(c2ccccc2)CC1	9	-1	/	1.6	2	9	2	0	-3
CC(=O)C1=C(C)N(CC2CC2)C(=O)N[C@H]1c1ccccc1	3	2	-12	0.1	-4	-9	7	8	-13
CSc1nc(N)nc2c1ncn2CC(=O)NCc1ccccc1	9	7	-4	3.5	-7	12	1	-4	1
Cc1cccnc1NC(=O)c1ccc(NS(=O)(=O)/C=C/c2ccccc2)cc1	5	-4	0	2.7	-5	13	3	4	-1
Nc1ccc(CCC(=O)N2CCCC2)cc1	5	-14	/	-0.5	-6	10	3	3	-4
O=c1[nH]c(/C(Cl)=C/c2cccc(C(F)(F)F)c2)nc2cc(Cl)ccc12	-19	1	5	-0.2	6	8	0	-1	-3
CCCSc1ccc([C@@H]2[C@@H]3C(=O)N(CC)C(=O)[C@@H]3[C@]3(C(=O)OC)CCCCN23)cc1	13	-8	-34	-0.4	-14	-13	8	15	0
COc1cccc(NC(=O)c2cn(C)c(=O)c3cc(OC)c(OC)cc23)c1	-2	-32	-10	1.3	-12	11	4	2	0
CCN(CC)c1nc2ccccc2nc1-n1nc(C)cc1C	-14	-2	-9	0.1	-13	-8	7	4	-10
COc1cc(NC(=O)CN(C)S(=O)(=O)c2ccc3c(c2)CC(C)N3C(C)=O)cc(OC)c1OC (stereo not given)	2	10	-12	3.6	-14	6	0	-6	-2
CC(Sc1nnnn1-c1ccccc1)C(=O)Nc1ccc(Cl)cn1 (stereo not given)	10	-11	-19	0.4	-7	5	3	8	-2
CCCCc1c(-c2ccc(F)cc2)ncn1CCc1ccccc1OC	54*	/	/	0.0	3	-8	26	/	/
CCCC(c1nnnn1CC(=O)OCC)N(Cc1cc2ccc(C)cc2[nH]c1=O)C1CCCC1 (stereo not given)	-12	-23	-24	-0.6	21	-8	9	7	2
Cn1ccnc1Sc1ccc(/C=N/NC(=O)c2ccccc2[N+](=O)[O-])cc1[N+](=O)[O-]	-8	-9	-12	0.3	-11	12	15	5	-5
C#CCNC(=O)C1=C[C@@H](c2ccc(C(F)(F)F)cc2)C[C@@H](OCc2ccc(CO)cc2)O1	-5	-1	2	0.1	-19	33	0	-6	-4
Cn1nc(C(F)(F)F)c(-c2ccc(Br)cc2)c1NC(=O)CSCC(=O)O	-2	-15	-1	1.6	-2	13	1	6	-3
Cc1ccc(NC(=O)CN2CCCC2c2cccn2C)cc1C (stereo not given)	-17	-10	-15	-0.8	7	-14	0	8	-6
O=C(CCc1ccc(S(=O)(=O)N2CCOCC2)cc1)N1CCN(Cc2ccc3c(c2)OCO3)CC1	-5	-7	0	2.2	-17	10	4	9	-2
O=C(CSc1nc2ccccc2o1)N1CCN(S(=O)(=O)c2ccc3ccccc3c2)CC1	-2	-7	-22	-0.1	-3	13	0	3	-5
Cc1ccc(-c2cc3ccccc3nc2N)cc1	25	7	7	11	3	0	4	-9	-1
COc1cccc(C(=O)N2CCC[C@H]2C(=O)N2CCC[C@H]2C(=O)NCc2ccc(F)cc2F)c1	-7	/	/	-0.2	1	-11	0	/	/
NC(=O)N/N=C/c1ccc(-n2nncc2-c2ccc(Cl)cc2)cc1	-1	-8	-33	2.5	-21	5	-1	3	-2

Structural class: the compounds so far with a Cl atom (3)
SMILES	TAAR1 antag	M1 antag	CHO parental Ca	M1 ag parental	CHO-K1 Ca antag	M1 PAM parental	TAAR1 ag	CHRM1 PAM	CHRM1 agonist
O=c1[nH]c(/C(Cl)=C/c2cccc(C(F)(F)F)c2)nc2cc(Cl)ccc12	-19	1	5	-0.2	6	8	0	-1	-3
CC(Sc1nnnn1-c1ccccc1)C(=O)Nc1ccc(Cl)cn1 (stereo not given)	10	-11	-19	0.4	-7	5	3	8	-2
NC(=O)N/N=C/c1ccc(-n2nncc2-c2ccc(Cl)cc2)cc1	-1	-8	-33	2.5	-21	5	-1	3	-2

More entries follow.
SMILES	TAAR1 antag	M1 antag	CHO parental Ca	M1 ag parental	CHO-K1 Ca antag	M1 PAM parental	TAAR1 ag	CHRM1 PAM	CHRM1 agonist
COc1ccc(NCc2nnc(SCC(=O)c3ccc(OC)cc3)n2C)cc1	9	-2	-25	0.2	-11	4	2	6	-6
O=C(C[n+]1ccc(/C=N/O)cc1)NC(=O)Nc1ccccc1	7	0	-3	0.5	5	-12	4	0	-7
CCOc1ccccc1NC(=O)CSc1ccccc1	7	-9	-25	0.7	-5	20	6	8	-4
COc1cc2c(cc1OC)CN(C(=O)CSc1ccccc1C)CC2	6	-9	-18	0.3	5	5	-1	4	-2
O=C(NCc1cccnc1)[C@@H]1CC=C[C@@H]2CCN(Cc3ccc(Cl)c(Cl)c3)C(=O)[C@@H]21	13	-7	-16	-0.3	-15	-1	2	3	-10
C=CCOC(=O)/C(=C\c1cccc2ccccc12)NC(=O)c1ccccc1	13	-2	-32	0.4	1	4	-2	1	-3
CCCOc1ccc(C(O)C(CN2CCOCC2)c2ccccc2)cc1 (stereo not given)	1	-14	-20	2.5	10	3	15	9	-4
COc1ccc(CC(=O)c2ccc(O)cc2O)cc1OC	-21	-8	16	4.1	-14	25	11	9	2
COc1ccccc1NC(=O)c1cc2n(n1)C(C(F)(F)F)CC(c1ccc3c(c1)OCO3)N2 (stereo not given)	10	5	-10	0.4	-6	18	2	0	-3
CCOC(=O)N1CCN(Cc2nc(N)nc(Nc3ccc(Cl)cc3)n2)CC1	-15	3	-14	-0.2	9	-15	2	4	-1
NNC(=S)NC1CC2CC1C1C=CCC21 (stereo not given)	-12	2	-22	0.4	-14	17	16	-11	-6
CC1(C)CC(=O)C(C=NCCN2CCN(C3CC(=O)N(c4cccc(Br)c4)C3=O)CC2)=C(O)C1 (stereo not given)	-28	8	-4	3.1	-13	7	0	-2	-2
COc1cc(/C=N/NC2=NS(=O)(=O)c3ccccc32)cc(OC)c1OC	-14	-8	-7	0.2	-1	7	1	7	-4
CCCOc1ccc(-c2csc(N)n2)cc1[N+](=O)[O-]	0	-2	-7	1.4	-3	8	3	1	-10
COc1cccc(CNC(=O)N2CCN(c3ccccc3)CC2)c1	-5	-13	8	1.2	-3	7	-1	4	-3
CCOC(=O)C1CCN(C(=O)CCc2nc3ccccc3[nH]2)CC1	-2	4	-18	-0.1	-12	20	3	2	-4
Cc1c(C(O)CN2CCC(C(N)=O)CC2)c2ccccc2n1C (stereo not given)	-10	3	-25	0.6	-5	13	2	3	-3
CCc1nc(C)cn1S(=O)(=O)c1cc(Cl)c(OC)cc1Cl	37	-12	-7	4.6	-27	22	4	5	-3
COc1ccc(CCN(C)C2CCCN(C(=O)c3sccc3C)C2)cc1OC (stereo not given)	-19	-8	-29	1.1	-8	6	7	5	-6
O=C(Nc1ccccc1C(=O)NCC1CCCO1)c1ccco1 (stereo not given)	15	-11	-21	0.1	-6	2	4	5	-4
O=c1cc(CN2CCN(C/C=C/c3ccccc3)CC2)c2cc(O)ccc2o1	-3	3	3	1.2	-8	6	9	-5	-4
Clc1ccc(Nc2ccc(-n3ccnc3)nn2)cc1Cl	12	-3	3	-0.3	-9	22	7	5	-5
Cc1ccc(NC(=O)c2c(C)noc2C)cc1S(=O)(=O)N1CCOCC1	4	-11	-12	1.0	5	11	3	5	-2
CC(C)(C)c1ccc(NC(=O)C(=O)C2C(=O)Nc3ccccc32)cc1 (stereo not given)	2	-2	-5	0.8	-8	-9	3	4	2
COc1ccc(/C=C/C(=O)c2ccc(O)cc2)cc1CN1CCOCC1	5	-13	-10	1.0	-2	6	2	8	-9
COc1ccc(CCNC(=O)C(=O)NCc2ccc(C(C)C)cc2)cc1OC	8	-6	-17	0.4	2	5	-1	4	-5
O=c1oc2ccccc2cc1-c1csc(NN=C2CCCCC2)n1	19	-2	-16	2.6	-16	5	8	0	-6
COC(=O)c1c(C)nn(-c2ccccc2)c1N	-5	-12	-5	0.3	-4	18	-1	7	-4
Cc1cc2c(cc1S(=O)(=O)N1CCCCC1)OCC(=O)N2	-18	-9	-2	0.6	10	-1	2	2	-3
CC(C)CNC(=O)c1ccccc1NC(=O)Nc1ccccc1	15	-6	-3	0.8	2	-4	10	5	2
COc1ccc(/C=C2/SC(=O)N(CCC(=O)Nc3ccccc3C(=O)O)C2=S)cc1	-22	4	-5	0.7	-3	4	-1	2	-2
Cc1cccc(Nc2nnc(SCC(=O)Nc3ccccc3[N+](=O)[O-])s2)c1C	29	-4	-33	7.5	-21	24	2	-5	-5
CCOC(=O)N1CCN(c2c(NCC3CCCO3)c(=O)c2=O)CC1 (stereo not given)	-1	-4	-1	0.3	-4	-3	0	2	-4
O=C(NCCc1nnc2ccc(N3CCCCCC3)nn12)c1ccccc1	-4	5	-13	1.2	5	-11	2	-3	-2
COc1cc2c(cc1OC)C(c1ccccc1Br)NC(=O)C2 (stereo not given)	-25	-11	-1	0.6	-10	6	0	11	2
CNC(=O)c1nn(C)c(=O)[nH]c1=O	-7	-7	/	0.2	-1	3	1	8	2
O=C(NNC1CC(=O)N(c2ccccc2)C1=O)c1ccccc1Cl (stereo not given)	-5	-4	-5	0.4	0	1	2	1	-1
CN(C)c1ccc(NC(=O)CN2CCN(S(=O)(=O)c3cc(Cl)ccc3Cl)CC2)cc1	6	-17	-5	3.0	-1	15	3	3	-4
Cc1cccc(OCCN2CSC(=S)N(C)C2)c1	0	3	-6	0.8	3	4	35	0	-3
CC(=O)c1ccc([N+](=O)[O-])c(CS(=O)(=O)c2ccc(Cl)cc2)c1	-6	4	1	7.8	11	-10	-2	1	2
NS(=O)(=O)c1ccc(CNC(=S)NCc2ccc(Cl)cc2)cc1	-2	6	14	0.5	-7	24	13	6	-6
COCc1cc(N2CCN(c3ccccc3F)CC2)nc(-c2ccccc2)n1	-3	-6	-43	-0.1	-3	3	12	10	-5
CC(=O)N1CCN=C1SCc1ccc(F)cc1	-20	-8	-7	0.3	-23	11	2	6	-3
